CHO-K1 Ca PAM: nonselective calcium activators in parental CHO-K1 cells, primary screen, counter-screen for M1 PAM project, cell-based, Fluo-8 calcium fluorescence, full deck, 1536-well | activation, % at 3 µM | AID 602247, 2012 | hit rate 0.02% among 360,000 | ATP EC20; 0% at ATP EC20, 100% at ATP max;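 active = activation above the run cutoff, the mean activation of all test compounds plus 3 SD, cut at about 40% in these data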;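 also: peak over basal fluorescence ratio in a 140 s read after ATP addition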
TAAR1 antag: human TAAR1 antagonists, primary screen, Fluo-8 calcium fluorescence, CHO RD-HGA16 cells; Trace amine-associated receptor 1 (Homo sapiens), Q96RJ0; antagonist; inhibition, % at 3 µM; hit rate 1.5% among 360,000; AID 624466, 2012;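 active = inhibition above a per-plate cutoff, the mean inhibition of test compounds on that plate plus 3 SD, cut at about 49% in these data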;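 also: 0% = DMSO plus EC80 beta-PEA response and 100% = DMSO alone without agonist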
Target sequence (Q96RJ0 whole entry, looked up): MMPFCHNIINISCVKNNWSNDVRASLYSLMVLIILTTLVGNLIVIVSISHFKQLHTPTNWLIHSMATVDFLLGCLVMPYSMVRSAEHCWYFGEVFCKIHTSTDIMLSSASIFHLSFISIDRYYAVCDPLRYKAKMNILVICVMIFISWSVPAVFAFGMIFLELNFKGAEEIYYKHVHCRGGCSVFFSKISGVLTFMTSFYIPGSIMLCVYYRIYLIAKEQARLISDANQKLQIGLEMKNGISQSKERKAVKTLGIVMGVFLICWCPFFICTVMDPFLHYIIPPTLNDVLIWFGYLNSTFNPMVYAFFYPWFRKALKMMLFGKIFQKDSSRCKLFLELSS
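Material: CHO RD-HGA16 cells bearing hTAAR1; compound dosing: one-point dosing, 3 µM nominal final; schedule: dye loading 75 min at 37 °C, then 30 min room temperature; measured by: calcium fluorescence with Fluo-8; control set: vehicle and agonist controls; replication: n of 1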
CHRM1 agonist: human M1 muscarinic receptor agonists, primary screen, Fluo-8 calcium fluorescence, CHO-K1 cells, HTS | CHO-K1 hM1, agonist mode; 0% DMSO, 100% acetylcholine EC100 | activation, % at 3 µM | AID 588814, 2011 | Muscarinic acetylcholine receptor M1 (Homo sapiens), P11229 | hit rate 0.33% among 360,000;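 active = activation above the run's mean compound activation plus 3 SD, cut at about 16% in these data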;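 also: peak over basal fluorescence ratio within a 140 s kinetic read after compound addition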
Target sequence (P11229 whole entry, looked up): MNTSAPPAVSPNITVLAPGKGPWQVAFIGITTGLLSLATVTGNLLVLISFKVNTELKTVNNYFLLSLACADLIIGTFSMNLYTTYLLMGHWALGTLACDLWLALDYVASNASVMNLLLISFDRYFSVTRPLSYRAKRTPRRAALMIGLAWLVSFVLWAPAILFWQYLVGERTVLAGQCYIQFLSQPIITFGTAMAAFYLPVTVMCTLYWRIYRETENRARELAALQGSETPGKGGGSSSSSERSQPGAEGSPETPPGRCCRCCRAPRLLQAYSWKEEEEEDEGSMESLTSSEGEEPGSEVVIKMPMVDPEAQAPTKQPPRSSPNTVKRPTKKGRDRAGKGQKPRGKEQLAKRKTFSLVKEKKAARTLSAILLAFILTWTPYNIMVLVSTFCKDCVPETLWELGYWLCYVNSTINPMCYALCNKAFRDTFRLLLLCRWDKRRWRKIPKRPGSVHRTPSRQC
M1 PAM: human M1 muscarinic receptor positive allosteric modulators, primary screen, CHO-K1 cells, Fluo-8 calcium fluorescence, 1536-well. activation, % at 3 µM. CHO-K1 hM1, ACh EC20; 0% = ACh EC20, 100% = maximal ACh. AID 588819, 2011. Muscarinic acetylcholine receptor M1 (Homo sapiens), P11229. hit rate 0.088% among 360,000; in the data active = activation above about 19%, passing the limit was not always enough
CHO parental Ca: ATP-evoked calcium signal inhibitors, parental CHO, primary screen, counter-screen for OX1R antagonist project, cell-based, fluorescence, Fluo-8 calcium dye. parental CHO-K1, ATP-induced calcium, Fluo-8 fluorescence. inhibition, % at 5.6 µM. hit rate 0.63% among 330,000;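 active = inhibition above that plate's mean sample inhibition plus 3 SD, cut at about 26% in these data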;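 also: 0% = ATP-challenged DMSO wells and 100% = DMSO wells without ATP; some compounds past the cut are filed as inactive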
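Test system: untransfected parental CHO cell line. Compound: one dose, 5.6 µM nominal. Detection: intracellular calcium via Fluo-8 no-wash fluorescent dye. Measure: % inhibition. Benchmarks: ATP-challenged DMSO wells low, unchallenged DMSO wells high.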
CHRM1 antagonist: human M1 muscarinic receptor antagonists, primary screen, CHO-K1 cells, Fluo-8 calcium fluorescence, 1536-well; Muscarinic acetylcholine receptor M1 (Homo sapiens), P11229; CHO-K1 hM1, ACh EC80 antagonist; inhibition, % at 3 µM; hit rate 1.3% among 360,000; AID 588852, 2011;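 active = percent inhibition above its own plate's cutoff, namely the mean of that plate's compound wells plus 3 SD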;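 also: peak over basal fluorescence ratio during 140 s after agonist addition; 0% = ACh EC80 plus DMSO and 100% = DMSO alone without agonist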
CHO-K1 Ca ag: counter-screen for M1 agonists: effect in parental CHO-K1 cells; Fluo-8 calcium fluorescence; scaled to maximal ATP response, vehicle zero; activation, % at 3 µM; hit rate 0.48% among 360,000; AID 602248, 2012; in the data active = activation above about 15%;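 also: untransfected CHO-K1 host cells lacking M1 receptor as counterscreen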
CHO-K1 Ca antag: M1 antagonist counterscreen hit in parental CHO-K1 cells; inhibition, % at 3 µM; hit rate 0.6% among 360,000; AID 602250; ATP-induced calcium, Fluo-8 fluorescence;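 active = inhibition above a per-plate cutoff, the plate's mean sample inhibition plus 3 SD, cut at about 24% in these data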;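 also: 0% = DMSO plus EC80 ATP and 100% = DMSO alone without ATP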
TAAR1 agonist: human TAAR1 agonists, primary screen, Fluo-8 calcium fluorescence, CHO RD-HGA16 cells. Trace amine-associated receptor 1 (Homo sapiens), Q96RJ0. vehicle wells 0%, saturating PEA agonist 100%. activation, % at 3 µM. hit rate 0.99% among 360,000;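 active = activation above the mean activation of all test compounds in the run plus 3 SD, cut at about 38% in these data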
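Test system: RD-HGA16 (CHO) cells co-expressing Gα16 and hTAAR1 / Benchmarks: DMSO vehicle as 0%, PEA at EC100 as 100% / Repeats: no replicates (n 1) / Measure: % activation from peak over basal fluorescence ratio, DMSO-to-PEA scaled / Timing: 17-24 h plating, Fluo-8 75 min 37 °C, 30 min RT / Technique: kinetic Fluo-8 calcium fluorescence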
* marks the source's active call; other numbers are inactive results; · = not tested or not shown; & = joins results of further samples.

SMILES | CHO-K1 Ca PAM | TAAR1 antag | CHRM1 agonist | M1 PAM | CHO parental Ca | CHRM1 antagonist | CHO-K1 Ca ag | CHO-K1 Ca antag | TAAR1 agonist
CCC(=O)Oc1ccc(C(=O)Nc2cccc(NC(=O)c3ccco3)c2)cc1 | -11 | 27 | 2 | -1 | -2 | 3 | 2.3 | 4 | 10
CC1(C)CC(/C=C/c2ccccc2)=Nc2ccccc2N1 | 23 | -13 | -4 | 7 | -28 | -16 | 1.6 | -11 | -5
COc1ccc(C(=O)C2CCCN(C(=O)Cc3c(C)noc3C)C2)cc1OC (stereo not given) | -3 | 5 | -5 | 9 | -8 | -7 | 0.2 | -7 | 2
Cc1c(Cl)cccc1NC(=O)Nc1c(C)n(C)n(-c2ccccc2)c1=O | -25 | -1 | -2 | -3 | -10 | 8 | -0.1 | 0 | 2
CCCOc1ccc(N2C(=O)CC(NCC#N)C2=O)cc1 (stereo not given) | 15 | -12 | 0 | 0 | 0 | 1 | 0.4 | -5 | 4
CC(=O)Nc1ccc(S(=O)(=O)N(C)c2ccc(OCC(=O)OCC(=O)N3CCCCC3)cc2)cc1 | -6 | -19 | -5 | 14 | -1 | -19 | 0.6 | 1 | 1
COc1ccc(-n2nc(C(=O)NCC(=O)NCCCN3CCOCC3)c3ccccc3c2=O)c(OC)c1 | 6 | -1 | -11 | 2 | -1 | -5 | 0.2 | -7 | -3
COc1cccc(CNC(=O)Cn2ccc3cc(S(=O)(=O)N4CCCC4)ccc32)c1OC | 7 | -14 | -5 | -2 | -18 | 7 | 3.4 | -7 | 1
Cc1ccccc1CS(=O)(=O)CCC(=O)NCCCN1CCOCC1 | 15 | -5 | -8 | 11 | 0 | -16 | 1.3 | -8 | 3
Nc1ccn([C@@H]2O[C@H](CNCc3cccc4c3sc3ccccc34)[C@@H](O)[C@H]2O)c(=O)n1 | 17 | -2 | -2 | 4 | · | -12 | 1.0 | -7 | 10
COc1ccc(NC(=O)CSc2nnc(C3CC3)n2N)cc1 | 5 | -6 | -4 | 8 | 2 | -10 | 0.6 | -25 | 4
CCOC(=O)N1CCN(Cc2cccs2)CC1 | 14 | -5 | -2 | 8 | -4 | -10 | 0.0 | -14 | 6
CC(C)Oc1ccc(C(=O)Nc2ccccc2N2CCCC2)cc1 | 13 | 14 | -4 | -5 | -10 | -18 | -0.1 | -6 | 7
C/C(=N\NC(=O)C1CC1)c1ccc(OC(F)F)cc1OC(F)F | -16 | -7 | -5 | -2 | -10 | 2 | 0.0 | -1 | 1
CCN1CCN(c2nc(N)c([N+](=O)[O-])c(Nc3cccc(C)c3)n2)CC1 | -7 | -19 | -9 | -13 | -3 | 22 | 0.6 | 7 | 4
CC1CCC(C(C)C)C(OC(=O)C[n+]2cc(-c3ccc(Cl)cc3)n3c2CCCCC3)C1 (stereo not given) | 19 | -13 | -14 | -35 | 18 | 75* | 1.4 | 4 | 1
Cc1ccc2c(CC(=O)OCC(=O)Nc3ccc(Cl)cn3)coc2c1 | 13 | 11 | -6 | 3 | -11 | -8 | 0.3 | -7 | -2
Oc1ccccc1C(=S)N1CCN(C(=S)c2ccccc2O)CC1 | -10 | -10 | -1 | -4 | 9 | 3 | 0.9 | -7 | 3
COC(=O)/C(C#N)=C/c1cc(C)sc1C | 8 | -5 | -3 | 2 | -9 | 1 | 4.2 | 4 | -2
Cc1cc(C(=O)O)c(S(C)(=O)=O)s1 | 2 | -7 | -1 | 1 | -2 | 3 | 1.4 | -12 | 1
O=S(=O)(Nc1ncccn1)c1ccc(-n2cnnn2)cc1 | 16 | 25 | -2 | 11 | -5 | -11 | 0.4 | -8 | 1
COC(=O)C(c1ccccc1)C(C(=O)OC)c1ccccc1 (stereo not given) | -22 | 12 | -2 | 4 | 7 | 12 | 0.4 | 6 | 1
COc1ccc(NC(=O)CN(C)C(=O)Cc2ccc(-c3ccccc3)cc2)cc1 | -8 | 5 | -1 | 2 | -13 | 5 | 1.0 | -1 | 3
O=C(COC(=O)c1cc(=O)c2ccccc2o1)NC1CCCC1 | 5 | 10 | -7 | 12 | 2 | -5 | -0.3 | 1 | 5
COc1ccc(S(=O)(=O)N2CCOC2CNC(=O)C(=O)NCCc2ccccc2)cc1C (stereo not given) | 25 | -2 | 0 | 2 | -13 | -10 | 5.4 | -8 | 22
O=C(c1ccc(Cl)c(S(=O)(=O)N2CCOCC2)c1)N1CCN(c2ccccn2)CC1 | 0 | -4 | -5 | 5 | -16 | -4 | 2.2 | -5 | 1
O=C(CCCN1C(=O)/C(=C/c2ccc(F)cc2)SC1=S)NC1CCS(=O)(=O)C1 (stereo not given) | -4 | 5 | 3 | -15 | 82* | 33 | 15 | 23 | 7
O=C(CCNS(=O)(=O)c1ccccc1)NNC(=O)c1csc(N2CCOCC2)n1 | 4 | -6 | -2 | 6 | -19 | -2 | 1.0 | 3 | 1
O=C(CCn1c(=O)sc2ccccc21)NCCCn1ccnc1 | 9 | -35 | -9 | 1 | -7 | -8 | 0.8 | -19 | 5
O=C(COC(=O)Cc1ccccc1F)Nc1ccc(Cl)cn1 | 20 | 11 | -11 | 11 | -1 | -11 | 0.6 | -10 | 4
CC(C)C(=O)N1CCC(n2nccc2NC(=O)CCc2ccccc2)CC1 | 9 | -4 | 2 | 9 | -7 | -1 | -0.7 | -1 | -1
Cc1cc2cc(CN(Cc3cccs3)Cc3nnnn3CC3CCCO3)c(=O)[nH]c2cc1C (stereo not given) | 20 | 22 | -5 | -2 | -20 | 6 | 2.7 | -24 | 11
CC1(C)Cc2c(C#N)c(N)sc(=S)c2CS1 | 25 | 11 | -2 | 11 | -6 | -20 | 1.6 | -8 | 2
CCOC(=O)c1n[nH]n2c1nc(=O)c1ccccc12 | -4 | -15 | -3 | 3 | · | -10 | 0.6 | -1 | 4
COc1ccc(C(O)c2nc(-c3cnc4ccccc4c3)cs2)cc1 (stereo not given) | 13 | -27 | 0 | 7 | · | -8 | 1.0 | -9 | 1
Cn1nnc(C(O)CNCc2ccc(Cl)cc2)n1 (stereo not given) | 1 | -2 | -1 | 8 | -2 | -11 | -0.1 | 6 | 0

Looked up above.
CHRM1 antagonist, O=C(CCn1c(=O)sc2ccccc21)NCCCn1ccnc1 : -8
CHO-K1 Ca antag, COc1ccc(S(=O)(=O)N2CCOC2CNC(=O)C(=O)NCCc2ccccc2)cc1C (stereo not given) : -8

Next part:
SMILES | CHO-K1 Ca PAM | TAAR1 antag | CHRM1 agonist | M1 PAM | CHO parental Ca | CHRM1 antagonist | CHO-K1 Ca ag | CHO-K1 Ca antag | TAAR1 agonist
CCC(=O)Nc1ccc(NC(=O)c2cccc(OC)c2)nc1 | 5 | 4 | -3 | 3 | -6 | -1 | 0.2 | 9 | 6
c1coc(-c2nc3nc4ccccc4nc3n2-c2ccc3c(c2)OCCO3)c1 | 3 | -1 | 1 | 9 | · | -5 | 0.7 | 14 | 7
Cc1ccc(Nc2nc3ccccc3nc2-n2nc(C)cc2C)cc1 | 11 | -44 | -2 | 3 | -1 | -4 | 0.3 | -1 | 4
O=C(CSc1nnc2scc(-c3ccccc3)n12)Nc1ccc2c(c1)OCCO2 | 13 | -1 | -3 | 12 | -23 | -7 | 1.4 | -6 | 6
C=CCn1c(SCn2nnc3ccccc3c2=O)nnc1C1CCCCC1 | 21 | -9 | -4 | 5 | -18 | -19 | 0.7 | -11 | 4
CC(NC(=O)CNC(=O)c1sc2ccccc2c1Cl)c1ccc(S(N)(=O)=O)cc1 (stereo not given) | -18 | 0 | -4 | 3 | -16 | 1 | 0.4 | 7 | 3
Cc1cc(C)n(-c2ncc(-c3ccccc3)nn2)n1 | 0 | 5 | -2 | -2 | -3 | -17 | -0.2 | 0 | 1
Cc1cc(O)c(C2(O)C(=O)Nc3cc(Br)ccc32)cc1C (stereo not given) | 10 | 7 | 2 | 8 | -9 | -3 | 4.2 | -3 | 6
Clc1nc(NCc2cccnc2)nc(N2CCOCC2)n1 | 8 | -12 | -6 | 4 | -5 | -19 | -0.4 | -1 | 2
Cn1c(=O)n(C)c2cc([N+](=O)[O-])c(N3CCN(S(C)(=O)=O)CC3)cc21 | -5 | -6 | -2 | 8 | 3 | -2 | 0.7 | 7 | 2
CCCSc1ccc(-c2nn(-c3ccccc3)cc2/C=C(/C#N)C(=O)NCCCOC)cc1 | 12 | 12 | -2 | 3 | -11 | -11 | -0.5 | -4 | -1
O=C(CN1CCN(Cc2ccc(F)cc2Cl)C1=O)NCCc1ccccc1 | 7 | -8 | -4 | 2 | -13 | -1 | 1.4 | 5 | 6
COc1ccc(C(=O)N2CCN(C(=O)C3CCCO3)CC2)cc1[N+](=O)[O-] (stereo not given) | 16 | 5 | -4 | 1 | -13 | -4 | -0.3 | 4 | 0
CN(CC(=O)Nc1ccc(S(N)(=O)=O)cc1)C1CCCCC1 | 13 | -2 | -13 | 5 | 17 | -12 | 0.7 | -18 | 1
Cc1cc2c(cc1S(=O)(=O)CCC(=O)NC1CCC(C)CC1)OCC(=O)N2 (stereo not given) | 12 | 5 | -4 | -6 | -6 | 14 | 5.9 | -4 | 1
C[C@@H](c1ccccc1)N1C[C@@H](COCc2ccccc2)Oc2cc(N3CC[C@H](O)C3)ccc2S1(=O)=O | -6 | -2 | · | · | · | · | 0.3 | -3 | 1
CCOC(=O)c1c(N)sc(C(=O)N(C)C)c1C | 7 | 1 | -3 | -1 | -10 | -7 | 0.4 | 2 | 20
CCc1ccc(C(=O)/C=C/Nc2ccc(S(=O)(=O)Nc3cnc4ccccc4n3)cc2)cc1 | 17&14 | 7&-6 | -2&-1 | 5&8 | -1 | -12&-16 | 0.5&0.4 | -10&-8 | 1&-1
Cc1cnc(NC(=O)/C=C/c2ccc(Br)o2)s1 | -2 | 19 | -3 | 3 | -6 | -4 | 0.2 | -10 | 0
CCN(CC)c1ccc(/C=N/NC(=O)C2CC2)cc1 | -4 | -19 | -3 | 1 | -3 | -2 | 0.0 | -8 | -1
C1=CC2CCC1ON2c1ccccc1 (stereo not given) | 16 | 15 | -6 | 10 | 5 | -5 | 0.0 | -6 | -1
Cc1ccnc(NS(=O)(=O)c2ccc(NC(=O)c3ccc(S(=O)(=O)N(C)C)cc3)cc2)n1 | 25 | -3 | -6 | 9 | -5 | -8 | 9.7 | -18 | 1
